Bioassay records as filed in PubChem BioAssay.
PfM18AAP inh: blocks P. falciparum M18 aspartyl aminopeptidase; recombinant PfM18AAP, H-Glu-NHMec fluorogenic cleavage; inhibition, % at 7.35 µM; 290,000 compounds, 1.2% hits; AID 1822;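 active means inhibition above the campaign mean inhibition over all tested compounds plus 3 SD, cut at about 28% in these data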;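 further: 0% = plate median of test compound wells and 100% = 2 mM ZnCl2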
MEKK2mut PB1 HTS: signal of MEK5 binding to mutant human MEKK2 PB1 domain. bead flow cytometry, Alexa488-MEK5 binding to MEKK2 mutant. 290,000 compounds, 0.35% hits. percent response, % at 10 µM. AID 1530; in the data active means percent response above about 24%, passing the limit was not always enough; further: inactives centre near 1; some results filed as inactive read as strong as hits; reference of the scale not given here
MEKK2 WT-MEK5: raises or lowers MEK5 binding to wildtype human MEKK2 PB1 domain | bead flow cytometry, Alexa488-MEK5 binding to MEKK2 WT; actives lie on both sides | 290,000 compounds, 1.1% hits | binding response (% of control), % at 10 µM | AID 1531 | Q9Y2U5; in the data active means binding response below about 67% or above about 130%
GPR7 antag: blocks human GPR7 receptor signaling | P48145 | GPR7-expressing cells, fluorescence antagonist assay | inhibition, % at 4.4 µM | 290,000 compounds, 1.1% hits; in the data active means inhibition above about 16%, passing the limit was not always enough;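 further: cells stimulated with the agonist NPW; 0% = agonist with vehicle and 100% = vehicle without agonist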
Target sequence (P48145 whole entry, looked up): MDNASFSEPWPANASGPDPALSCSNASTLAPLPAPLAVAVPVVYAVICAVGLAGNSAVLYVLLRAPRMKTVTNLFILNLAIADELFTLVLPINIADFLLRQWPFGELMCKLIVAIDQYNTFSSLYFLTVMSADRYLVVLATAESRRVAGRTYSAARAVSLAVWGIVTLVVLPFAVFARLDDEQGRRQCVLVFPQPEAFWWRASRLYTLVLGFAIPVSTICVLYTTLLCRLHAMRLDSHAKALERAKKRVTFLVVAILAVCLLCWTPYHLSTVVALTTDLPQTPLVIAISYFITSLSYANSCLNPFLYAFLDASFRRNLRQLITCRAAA
OXTR agonist: agonists of human oxytocin receptor; P30559; CHO-OTR cells, Fluo-8 calcium fluorescence; normalized: DMSO 0%, oxytocin 100%; activation, % at 3 µM; 320,000 compounds, 0.32% hits; AID 2435;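 active means activation above the mean of all tested compounds plus 3 SD, cutoff set per screening run, cut at about 20% in these data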;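 further: peak over basal fluorescence ratio from a 100 s FLIPR kinetic read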
Target sequence (P30559 whole entry, looked up): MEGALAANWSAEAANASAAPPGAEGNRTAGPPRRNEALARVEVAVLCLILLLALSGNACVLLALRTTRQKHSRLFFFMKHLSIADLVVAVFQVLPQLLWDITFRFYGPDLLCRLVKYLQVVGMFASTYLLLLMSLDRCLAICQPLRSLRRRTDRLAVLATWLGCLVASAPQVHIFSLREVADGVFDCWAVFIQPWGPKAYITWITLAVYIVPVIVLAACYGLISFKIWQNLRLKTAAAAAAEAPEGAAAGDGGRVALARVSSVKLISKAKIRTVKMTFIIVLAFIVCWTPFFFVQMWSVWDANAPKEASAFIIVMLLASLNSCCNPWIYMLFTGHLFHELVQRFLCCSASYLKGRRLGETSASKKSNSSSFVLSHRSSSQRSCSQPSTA
FID counter: fluorescent intercalator displacement, NS3 helicase counter-screen. DNA fluorescent intercalator displacement, fluorescence. inhibition, % at 7.9 µM. 290,000 compounds, 0.17% hits. AID 1845; in the data active means inhibition above about 37%;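 further: 0% = vehicle and 100% = reference compound; higher means more ethidium bromide displaced from hairpin DNA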
PHOSPHO1 inh: blocks human PHOSPHO1 phosphatase activity; Q8TCT1; 290,000 compounds, 1.1% hits; inhibition, % at 13.3 µM; recombinant PHOSPHO1, absorbance phosphatase assay; AID 1565; in the data active means inhibition above about 60%
Target sequence (Q8TCT1 whole entry, looked up): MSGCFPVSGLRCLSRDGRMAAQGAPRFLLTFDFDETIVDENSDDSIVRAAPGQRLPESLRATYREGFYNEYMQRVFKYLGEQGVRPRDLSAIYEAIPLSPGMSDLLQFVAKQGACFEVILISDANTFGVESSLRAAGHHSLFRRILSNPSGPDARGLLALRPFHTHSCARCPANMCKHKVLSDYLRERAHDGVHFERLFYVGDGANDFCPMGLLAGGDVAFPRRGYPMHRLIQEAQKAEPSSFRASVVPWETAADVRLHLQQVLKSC
MEKK3 PB1 HTS: MEKK3-MEK5 PB1 interaction, increase or decrease. Q99759. AID 1529. binding response (% of control), % at 10 µM. 290,000 compounds, 1.4% hits. bead-based flow cytometry, Alexa488-MEK5 binding to MEKK3; actives lie on both sides; 0 = blocked by unlabeled MEK5, 100 = vehicle;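 active means binding response more than 3 SD above or below the average of its plate-row segment, actives on both sides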;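 further: Alexa488 bead fluorescence after subtracting the streptavidin-only scavenger bead signal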
NALP1 yeast inh: NALP1 inhibition | S. cerevisiae NALP1/ASC/caspase-1 growth, X-gal OD620, 72 h | inhibition, % at 10 µM | 280,000 compounds, 0.61% hits | AID 2071; in the data active means inhibition mostly above about 24%, no sharp cut-off; inactive means mostly below about 32%; further: some compounds called inactive have numbers as strong as hits
The depositor's hits bear a star; · = not tested or not shown; [ ] = remark or other dose.

Start of the listing, in advance:
SMILES	PfM18AAP inh	MEKK2mut PB1 HTS	MEKK2 WT-MEK5	GPR7 antag	OXTR agonist	FID counter	PHOSPHO1 inh	MEKK3 PB1 HTS	NALP1 yeast inh
Brc1ccc(C=Nc2ccc3c(c2)OCCOCCOCCO3)s1	11	-2	100	-4	0.3	7	-2	100	33
COc1ccc(Nc2nc(N)nc(CN3CCC(Cc4ccccc4)CC3)n2)cc1	1	16	126	-3	1.5	4	-6	108	20
O=C(CCN1C(=O)/C(=C\c2ccccc2)SC1=S)NCCCN1CCOCC1	10	-6	103	6	2.5	16	34	98	14
CCN(CC)CCn1c(NCc2ccccn2)nc2ccccc21	2	-1	99	-11	0.2	10	6	101	42*
COc1ccc(NS(=O)(=O)c2ccc3oc(SC4CCOC4=O)nc3c2)cc1 (configuration not stated)	13	9	102	8	15	-7	8	106	13
Cc1nn(-c2ccccc2)c(C)c1C(=O)OC/C(O)=C(\C#N)c1nc2ccccc2[nH]1	-2	6	107	-9	-1.9	-30	23	104	-12

Results (from the top)
SMILES	PfM18AAP inh	MEKK2mut PB1 HTS	MEKK2 WT-MEK5	GPR7 antag	OXTR agonist	FID counter	PHOSPHO1 inh	MEKK3 PB1 HTS	NALP1 yeast inh
Brc1ccc(C=Nc2ccc3c(c2)OCCOCCOCCO3)s1	11	-2	100	-4	0.3	7	-2	100	33
COc1ccc(Nc2nc(N)nc(CN3CCC(Cc4ccccc4)CC3)n2)cc1	1	16	126	-3	1.5	4	-6	108	20
O=C(CCN1C(=O)/C(=C\c2ccccc2)SC1=S)NCCCN1CCOCC1	10	-6	103	6	2.5	16	34	98	14
CCN(CC)CCn1c(NCc2ccccn2)nc2ccccc21	2	-1	99	-11	0.2	10	6	101	42*
COc1ccc(NS(=O)(=O)c2ccc3oc(SC4CCOC4=O)nc3c2)cc1 (configuration not stated)	13	9	102	8	15	-7	8	106	13
Cc1nn(-c2ccccc2)c(C)c1C(=O)OC/C(O)=C(\C#N)c1nc2ccccc2[nH]1	-2	6	107	-9	-1.9	-30	23	104	-12
COC(=O)c1cc(OC)c(OC)cc1NC(=O)c1ccc(OC)c(OC)c1	-3	6	108	-4	-1.6	-8	0	103	-2
Cc1ccc(S(=O)(=O)NC(C)(C)CSc2nncn2N)cc1	-2	2	104	-18	-1.0	-4	4	103	28
COc1ccc(/C=C2\SC(=O)N(CCNC(=O)Cn3cnnn3)C2=O)cc1	5	3	99	-14	1.1	-3	54	101	6
O=C(O)CSc1cccc[n+]1[O-]	6	5	98	8	0.6	1	-2	100	·
O=c1c2ccccc2nc(SCc2ccccc2)n1Cc1ccco1	-13	1	102	8	1.6	0	26	116	3
Cc1cc(C)n(Cc2ccc(C(=O)Nc3ccc(Br)cc3C)o2)n1	-2	0	99	-13	0.4	-29	-11	101	26
CCC(C)(NC=O)C(=O)Nc1c(C)cccc1C (configuration not stated)	2	-2	100	-10	-0.7	3	32	101	15
Cc1nc(NC(=O)CN2CCN(c3cccc(Cl)c3)CC2)sc1C(=O)N(C)C	2	3	107	-7	-0.2	-34	·	102	·
O=S(=O)(Nc1cc(Sc2cccc3cccnc23)c(O)c2ccccc12)c1ccccc1	13	-2	86	-4	·	-7	60*	93	22
Cn1nc(C(=O)Nc2cccc(C(F)(F)F)c2)ccc1=O	-4	-5	98	7	-0.3	-4	37	98	3
Nc1cc(=O)[nH]c(SCCSc2cc(Cl)ccc2Cl)n1	-15	4	103	-22	-0.6	-11	33	105	38
COc1ccc(NC(=O)c2cc([N+](=O)[O-])ccc2NC(=O)CNCc2ccccn2)c(OC)c1	26	0	102	2	1.1	-11	22	100	1
CNC(=O)c1ccc2nc(NC(C)=O)sc2c1	-3	0	100	1	0.8	4	7	103	33
COc1ccc(-c2cc(C)no2)cc1S(=O)(=O)N1CCCN(Cc2ccccc2Cl)C1	-5	7	106	10	-2.5	-8	22	101	12
CC(C)CNc1oc(-c2ccccc2Cl)nc1C#N	10	-3	99	-17	-1.9	-16	48	101	-2
Cc1ccccc1OCCNC(=O)c1ccco1	3	1	93	-5	1.2	-10	36	98	2
CNC(=S)NNC(=O)c1ccc(N(C)C)cc1	37*	3	100	-6	1.0	-2	18	105	·
COc1ccccc1C(=O)N1CCN(CCNC(=O)C(=O)Nc2ccc(Br)c(C)c2)CC1	-7	-1	103	-5	9.0	-43	34	101	14
O=S(=O)(Nc1nc2ccccc2nc1Nc1cccc(S(=O)(=O)N2CCCCC2)c1)c1ccccc1	2	-4	72	-7	15	-21	5	92	40
SMILES	PfM18AAP inh	MEKK2mut PB1 HTS	MEKK2 WT-MEK5	GPR7 antag	OXTR agonist	FID counter	PHOSPHO1 inh	MEKK3 PB1 HTS	NALP1 yeast inh
CC(C)C(=O)Nc1nnc(CSCc2ccccc2F)s1	12	-3	92	-9	3.3	-8	22	96	-14
COc1ccc(/C=C/C2=NNC(=O)CC2)cc1	0	-7	91	-2	-0.4	-4	32	93	-8
CC(=O)N1CCCc2cc(S(=O)(=O)N(C)Cc3ccccc3)ccc21	-8	14	106	-3	8.3	-17	-7	104	24
COc1ccc2[nH]c(C(=O)Nc3ccc(F)cc3Br)cc2c1	5	-3	96	-2	-1.0	-1	2	96	2
Cc1ccc(C)c(N2CCN(C(=O)c3cc(S(=O)(=O)N4CCOCC4)ccc3F)CC2)c1	-2	1	106	-17	6.0	3	-34	104	1
COc1ccc2c(c1)CCc1c-2n[nH]c1C(=O)O	7	20	113	4	-0.1	-8	3	113	15
COc1ccc(-n2cc(CNCC3CC(=O)N(C4CC4)C3)c(-c3ccccc3Cl)n2)cc1 (configuration not stated)	7	-8	101	-6	5.0	15	23	105	19
CC(C)C(C(=O)NC(C)(C)C)N(CCN1CCOCC1)C(=O)CNS(=O)(=O)c1ccccc1 (configuration not stated)	4	6	103	-14	0.2	-12	39	103	-4
O=C(CCCOc1ccccc1)N1CCc2ccccc2C1	-2	-1	107	16	-1.4	-11	7	103	8
COc1ccc2c(c1)CCC(C)N2S(=O)(=O)c1ccc(C2CNC(=O)C2)cc1 (configuration not stated)	0	3	105	-8	1.9	-32	-12	85	16
O=S(=O)(Nc1ccccn1)c1ccc(-n2cccn2)cc1	-1	-1	100	-7	0.4	-2	22	101	4
CCCNC(=O)c1[nH]c(C)c(C(C)=O)c1C	0	-3	90	-14	1.5	-4	-25	88	9
CN1CCN(C(=O)C2=C[C@@H](c3ccc(C(F)(F)F)cc3)C[C@@H](OCCCCO)O2)CC1	-5	4	102	-11	0.7	6	14	104	0
COc1ccc(C(=O)NCC(=O)O)cc1	-8	-2	99	-19	0.5	1	26	95	25
O=C(c1c(Cl)cccc1Cl)N1CCCCCC1	-6	-3	101	6	-0.1	-2	14	99	18
CCCNC(=O)c1cc(Cl)c(NC(=O)C2=C(C)OCCS2)cc1OC	-8	11	107	-12	0.5	-31	26	110	18
O=C1c2ccccc2C(=O)N1CCCCSc1nnc2c(Cl)cc(Cl)cn12	4	15	100	-7	-2.4	-25	12	98	8
N/C(CC(=O)Nc1ccc(F)cc1)=N\O	-3	3	113	-9	-1.1	-3	-4	112	10
CCN(CC)S(=O)(=O)c1cccc(C(=O)NCCCn2ccnc2)c1	0	5	106	-13	0.0	-1	28	100	5
Cn1c(=O)[nH]c(=O)c2c1nc(Br)n2C/C=N/Nc1ccccc1	4	-15	65	-4	0.5	4	-5	78	3
Cc1cccc(Nc2ccc(NCc3ccccc3)nn2)c1	2	1	102	-9	-0.3	1	-3	100	5
O=C(NC1CCN(C(=S)Nc2ccc(F)cc2)CC1)C1CCCCC1	-1	-1	101	1	1.3	-10	-2	102	10
Cc1cc(-c2ccc(Cl)cc2)n2ncnc2n1	-10	-39	59	-10	-1.4	-3	-27	50*[inhibitor]	21
CCc1ccc(NC(=O)CSc2nnc(-c3ccco3)o2)cc1	0	3	100	-15	-0.3	-25	33	100	2
Cc1sc(NC(=O)C2C3CCC(O3)C2C(=O)O)nc1-c1ccc(CC(C)C)cc1 (configuration not stated)	-3	-1	103	1	-1.6	11	7	116	13
SMILES	PfM18AAP inh	MEKK2mut PB1 HTS	MEKK2 WT-MEK5	GPR7 antag	OXTR agonist	FID counter	PHOSPHO1 inh	MEKK3 PB1 HTS	NALP1 yeast inh
O=C(Nc1nnc(SCC(=O)N2CCCC2)s1)C1CC(=O)N(c2ccc(F)cc2)C1 (configuration not stated)	-2	5	98	-7	-0.2	-37	3	97	2
COc1cccc(/C(O)=C2/C(=O)C(=O)N(Cc3ccco3)C2c2ccncc2)c1 (configuration not stated)	0	9	120	-4	-0.8	0	33	112	-5
COCC(C)n1c(COc2ccccc2F)nnc1SCc1c(C)noc1C (configuration not stated)	2	3	103	-2	0.1	-21	-13	105	8
CC(=O)Nc1nc(C)c(S(N)(=O)=O)s1	1	·	·	-7	1.2	-5	8	·	-6
NC(=O)COC(=O)c1cccc(NS(=O)(=O)/C=C/c2ccccc2)c1	3	8	99	-2	0.6	-6	-1	100	20
Nc1nnc(SCc2nc3scc(-c4ccccc4)c3c(=O)[nH]2)s1	3	16	100	-11	1.2	-4	45	106	·
CC(C)(C)c1ccc(CNC(=O)c2ccc3c(c2)NC(=O)CO3)cc1	1	-9	92	-3	2.2	-28	34	95	4
O=C(Nc1cccc(F)c1)C1CCN(C(=O)Cc2ccccc2)CC1	4	6	108	3	1.4	-8	34	100	-6
CCCCN(N=Nc1nonc1OC)c1nonc1OC	1	2	100	-4	-2.4	-7	-4	103	3
Cc1cc(C)c(NC(=O)Cn2nnc(C(=O)NCc3ccco3)c2N)c(C)c1	3	0	101	-9	-0.7	-1	36	103	-4
O=c1c2ccccc2nc(N2CCN(c3ccccc3)CC2)n1Cc1ccccc1	0	9	111	-3	-0.4	-6	-5	118	0
O=C(N[C@@H](Cc1ccccc1)C(=O)NCc1ccc(F)cc1)C1CCNCC1	4	2	102	3	0.6	10	30	101	5
O=C(CCOc1ccccc1F)N1CCN(c2ccccc2O)CC1	19	-4	95	-4	1.4	-27	7	99	2
CC(C)c1ccc(NC2CCCN(C(=O)c3ccnn3C)C2)cc1 (configuration not stated)	-1	6	107	-13	1.2	-28	13	102	15
O=C1C2C3C=CC(C3)C2C(=O)N1Nc1ccccc1 (configuration not stated)	0	7	106	3	0.0	2	33	106	5
COc1ccc(-c2noc(N3CCC(C(=O)Nc4ccc(OC)cc4OC)CC3)n2)cc1	1	-14	67	14	0.3	-41	23	73	-6
COc1ccc(N2CC(C(=O)Nc3nnc(SCC(=O)N4CCCC4)s3)CC2=O)cc1 (configuration not stated)	-3	1	103	5	0.4	-31	38	101	18
Cc1ccc(-c2csc(C(C#N)=C3CCCC3)n2)cc1	-4	-14	89	9	0.3	-4	52	88	8
COc1ccc(NC(=O)CNC(=O)c2nn(-c3ccc(OC)cc3OC)c(=O)c3ccccc23)c(OC)c1	-3	-1	101	-8	-0.5	-40	43	101	10
COc1ccc(Nc2ncccc2C(=O)Nc2ccccc2)cc1	0	-3	91	15	5.9	-2	6	93	6
CC1CC/C(=C\c2ccc3c(c2)OCO3)C(=O)/C1=C/c1ccc2c(c1)OCO2 (configuration not stated)	17	-4	87	3	0.3	-18	24	96	11
CCCCOc1nc2ccccc2nc1C(C#N)S(=O)(=O)c1ccccc1 (configuration not stated)	-3	-6	96	-12	1.1	-4	23	95	10
Cc1cccc(NC(=O)N(Cc2nc3ccccc3c(=O)[nH]2)C2CCCC2)c1	-12	3	102	1	-2.0	-2	45	104	11
CC(=O)NC(CCS(C)(=O)=O)C(=O)Nc1ccccc1C (configuration not stated)	0	-10	77	-13	-0.4	1	-1	66	6
Cc1csc2c(SCC(=O)NNS(=O)(=O)c3cccc(C(F)(F)F)c3)ncnc12	36*	-16	96	-11	-1.4	-2	32	93	·
COc1cc(O)cc(O)c1C(=O)/C=C/c1ccccc1	5	2	62	14	3.9	7	16	64	6
OC(CNCCCCNCC(O)C(F)(F)F)C(F)(F)F (configuration not stated)	1	1	100	-21	0.4	5	4	102	6
